Assay outcomes as filed in PubChem.
AMPAR-TARP mod: GluA2-stargazin AMPA receptor complex modulation; O88602+P19491; 40,000 tested, 3.5% active; AID 1259245; calls only at 30 µM; HEK293 GluA2+stargazin, membrane potential dye (FDSS), glutamate EC50; hits were called plate by plate, in both directions;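 active means any of four per-well response measures lying three or more SD from its plate-wide compound average, in either direction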
Target sequence (O88602 whole entry, looked up): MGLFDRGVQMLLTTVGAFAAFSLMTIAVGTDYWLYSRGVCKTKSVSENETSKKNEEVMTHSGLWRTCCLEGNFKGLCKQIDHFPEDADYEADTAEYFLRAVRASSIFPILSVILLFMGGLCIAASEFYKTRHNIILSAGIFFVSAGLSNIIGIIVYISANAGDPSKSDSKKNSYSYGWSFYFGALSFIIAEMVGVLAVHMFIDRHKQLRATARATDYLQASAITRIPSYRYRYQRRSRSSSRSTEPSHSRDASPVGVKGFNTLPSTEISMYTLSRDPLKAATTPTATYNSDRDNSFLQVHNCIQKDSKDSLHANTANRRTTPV
Target sequence (P19491 whole entry, looked up): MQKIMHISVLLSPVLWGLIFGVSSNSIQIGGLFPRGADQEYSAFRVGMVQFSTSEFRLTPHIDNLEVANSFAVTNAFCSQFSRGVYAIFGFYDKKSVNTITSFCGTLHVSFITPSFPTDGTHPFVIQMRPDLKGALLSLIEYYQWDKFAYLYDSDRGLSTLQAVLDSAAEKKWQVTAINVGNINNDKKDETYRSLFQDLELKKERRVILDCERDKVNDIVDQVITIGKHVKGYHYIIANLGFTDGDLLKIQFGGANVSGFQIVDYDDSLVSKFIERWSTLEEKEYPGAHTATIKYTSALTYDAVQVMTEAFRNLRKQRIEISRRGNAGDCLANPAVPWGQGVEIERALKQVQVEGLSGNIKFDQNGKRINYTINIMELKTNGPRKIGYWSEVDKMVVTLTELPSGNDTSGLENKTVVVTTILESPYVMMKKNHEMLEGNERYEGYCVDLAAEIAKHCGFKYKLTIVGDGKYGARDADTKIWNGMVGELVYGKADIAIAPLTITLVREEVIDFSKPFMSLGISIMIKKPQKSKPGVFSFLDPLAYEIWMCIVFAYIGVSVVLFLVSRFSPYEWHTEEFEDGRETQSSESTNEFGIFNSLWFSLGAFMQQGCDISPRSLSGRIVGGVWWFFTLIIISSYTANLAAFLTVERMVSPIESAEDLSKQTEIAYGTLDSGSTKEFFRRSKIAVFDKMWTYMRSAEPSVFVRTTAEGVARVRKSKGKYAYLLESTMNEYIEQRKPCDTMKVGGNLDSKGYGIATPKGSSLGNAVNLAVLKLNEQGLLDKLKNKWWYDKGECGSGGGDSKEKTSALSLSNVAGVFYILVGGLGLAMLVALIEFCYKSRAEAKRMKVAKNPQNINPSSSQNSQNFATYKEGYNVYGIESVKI
AMPAR-TARP mod agonism max-min: also measured in AMPAR-TARP mod; calls as there; compound max-min signal; compound-alone response (agonism);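 unitless range of fluorescence divided by baseline over first 100 seconds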
AMPAR-TARP mod glutamate slope: second read-out of AMPAR-TARP mod, no call of its own (marks repeat the call); glutamate slope, % of max; measured here: glutamate response slope, % max;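 scaled per plate between vehicle wells and maximal 1 mM glutamate control wells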
* = called active by the depositor; i = inactive; + = active, no number; & = joins results of further samples. This is a subset (hit frequency here may not be typical).

no.	Compound	AMPAR-TARP mod	AMPAR-TARP mod agonism max-min	AMPAR-TARP mod glutamate slope
1	COc1ccc(N2C(=O)C3N=NN(CC(=O)Nc4ccc(C)cc4Cl)C3C2=O)cc1OC (centres undefined)	i	0.087	61
2	O=C(NCc1ccc2c(c1)OCO2)c1nc(-c2cnccn2)no1	i	0.16	81
3	Cc1ccc([N+](=O)[O-])cc1NC(=O)C(=O)NCC(c1ccco1)N(C)C (centres undefined)	i	0.15	93
4	Cn1ccc(C(=O)N2CCNC(=O)C2(C)C)n1	i	0.081	59
5	COc1cccc(OCCOCC(O)CN2CCN(c3ccccc3F)CC2)c1 (centres undefined)	+	0.048*	108*
6	COc1ccc(CNC(=O)/C(C#N)=C/N2CCN(c3cccc(C(F)(F)F)c3)CC2)cc1	i	0.13	76
7	Cc1nc2ccc(Cl)cn2c(=O)c1NC(=O)C(C)Oc1cccc(F)c1 (centres undefined)	i	0.1	61
8	Cc1cc(NC(=O)CCCN2C(=O)c3cccc4cccc(c34)C2=O)n(-c2ccccc2)n1	i	0.09	49
9	CC(NS(=O)(=O)CCCOc1ccc2c(c1)OCO2)c1ccccc1 (centres undefined)	i	0.089	70
10	COc1ccc(OCCn2c(C3CC(=O)N(C(C)(C)C)C3)nc3ccccc32)cc1 (centres undefined)	i	0.043	77
11	CC(=O)C1=C(C)Nc2ncnn2C1c1ccc(C)o1 (centres undefined)	i	0.037	42
12	O=C(NCCc1ccccc1)NCC1(O)CCCC1	i	0.094	72
13	CN(C)c1ccc(C(=O)NCCN2CCC(c3cccs3)CC2)cc1	i	0.082	55
14	COc1nn(C)cc1-c1nnc(SCCC(C)C)n1C	i	0.074	52
15	COc1cccc(N2C(=O)/C(=C/c3ccncc3)SC2=S)c1	i	0.079	52

By substructure: the compounds so far containing an aryl methoxy group
no.	Compound	AMPAR-TARP mod	AMPAR-TARP mod agonism max-min	AMPAR-TARP mod glutamate slope
1	COc1ccc(N2C(=O)C3N=NN(CC(=O)Nc4ccc(C)cc4Cl)C3C2=O)cc1OC (centres undefined)	i	0.087	61
5	COc1cccc(OCCOCC(O)CN2CCN(c3ccccc3F)CC2)c1 (centres undefined)	+	0.048*	108*
6	COc1ccc(CNC(=O)/C(C#N)=C/N2CCN(c3cccc(C(F)(F)F)c3)CC2)cc1	i	0.13	76
10	COc1ccc(OCCn2c(C3CC(=O)N(C(C)(C)C)C3)nc3ccccc32)cc1 (centres undefined)	i	0.043	77
14	COc1nn(C)cc1-c1nnc(SCCC(C)C)n1C	i	0.074	52
15	COc1cccc(N2C(=O)/C(=C/c3ccncc3)SC2=S)c1	i	0.079	52

The list continues.
no.	Compound	AMPAR-TARP mod	AMPAR-TARP mod agonism max-min	AMPAR-TARP mod glutamate slope
16	CN(C)c1cccc(C(=O)N2CCC(c3nnc(-c4ccc(F)cc4)o3)CC2)c1	i	0.091	58
17	O=C(Nc1nccs1)c1ccc(-c2ccccc2C(F)(F)F)o1	i	0.12	46
18	COc1cccc(C(=O)Nc2c3c(nn2C(C)(C)C)CS(=O)(=O)C3)c1OC	i	0.039	55
19	COC(=O)Cn1c(=NC(=O)c2cc(C)no2)sc2cc3c(cc21)OCO3	i	0.086	47
20	CN1CCN(n2c3c(c(SCC(=O)Nc4nccs4)nc2=O)CCC3)CC1	i	0.16	55
21	COc1ccc(C)cc1NC(=O)NCCNc1ccc(Nc2ccccn2)nn1	i	0.16	49
22	O=C(NCCN1CCN(c2ccc(F)cc2)CC1)C(=O)NCc1ccc(F)cc1	i	0.092	70
23	Cc1ccc(C(=O)Nc2ccc(N3CCCS3(=O)=O)cc2)cc1C	i	0.037	46
24	COc1ccc(SCCC(=O)Nc2nnc(-c3ccc(OC)cc3)o2)cc1	i	0.12	56
25	Cc1cc2c(c(=O)n1CCCn1ccnc1)C(c1ccco1)C(C#N)=C(N)O2 (centres undefined)	i	0.11	59
26	CCOCCn1c(=O)c2c(nc3n(-c4cccc(C)c4C)c(C)c(C)n23)n(C)c1=O	i	0.054	32
27	O=C(CCCS(=O)(=O)c1ccc(F)cc1)N(Cc1ccco1)c1nc2c(Cl)cccc2s1	i	0.065	62
28	O=C(NC1CC1)c1cc(-c2ccco2)n(C2CCS(=O)(=O)C2)n1 (centres undefined)	i	0.091	50
29	CCOC(=O)c1ccccc1NC(=O)Cn1cc(-c2ccccc2)c2ncn(CCOC)c(=O)c21	+	0.065*	75*
30	Cc1cc(C)n(-c2ccc(N3CCC(C(=O)NC4CC4)CC3)nn2)n1	i	0.074	52

(more compounds)
no.	Compound	AMPAR-TARP mod	AMPAR-TARP mod agonism max-min	AMPAR-TARP mod glutamate slope
31	CC(C)(C)C(=O)NC(=S)N1CCNC(=O)C1CC(=O)OC1CCCCC1 (centres undefined)	i	0.03	48
32	CS(=O)(=O)c1ccc(CC(=O)Nc2nc3ccc(F)cc3s2)cc1	i	0.13	43
33	COc1ccc(C(=O)Nc2ccc3c(c2)CCC(=O)N3CCC(C)C)c(OC)c1OC	i	0.094	49
34	O=S(=O)(CCCOc1ccc(F)cc1)NCCCc1ccccc1	i	0.12	66
35	Cc1cc(C)c2c(n1)nn1c(N3CCN(c4ccccc4C)CC3)cc(C)nc21	i	0.21	60
36	O=C(Cc1ccc(NC(=O)C23CC4CC(CC(C4)C2)C3)cc1)NC1CC1	i	0.076	45
37	COc1ccc(OC)c(/C=C2\Oc3cc(OCC#N)ccc3C2=O)c1	i	0.088	55
38	CCNC(=O)C1Cc2ccccc2N1C(=O)NCc1ccccc1 (centres undefined)	i	0.093	45
39	CC(=O)NCCc1nc2ccccc2n1CCc1ccccc1	i	0.088	64
40	CCc1ccccc1OCC(=O)Nc1ccc(OC)cc1OC	i	0.071	81
41	CSc1ncccc1C(=O)N1CCC(CNC(=O)c2cc(C)on2)CC1	i	0.04	32
42	COc1ccc(OC)c(NC(=O)CCc2csc(NC(=O)c3ccc(F)cc3)n2)c1	i	0.12	63
43	Cc1ccc(C)c(S(=O)(=O)N2CCC(c3nnc(C4CC4)o3)CC2)c1	i	0.06	54
44	Cc1ccc(N2C(=O)CCS2(=O)=O)cc1S(=O)(=O)Nc1ccccc1Cl	i	0.096	56
45	CS(=O)(=O)N1CCCCC1C(=O)N(Cc1ccccn1)c1nc2c(F)cccc2s1 (centres undefined)	i	0.11	57

(list continues)
no.	Compound	AMPAR-TARP mod	AMPAR-TARP mod agonism max-min	AMPAR-TARP mod glutamate slope
46	COc1ccc(-c2cc(CC(=O)Nc3cccc(C(F)(F)F)c3)no2)cc1	i	0.054	37
47	CC(=O)N1CCN(c2ccnc3c2c(=O)n(Cc2cccc(C)c2)c(=O)n3C)CC1	i	0.078	47
48	COc1ccc(-n2c(C)c(C)n3c4c(=O)n(CCc5ccccc5)c(=O)n(C)c4nc23)cc1	i	0.066	35
49	CCOc1ccccc1C(=O)Nc1ccc(C)c(N2CCCCC2=O)c1	i	0.075	49
50	Cc1c(Cl)cccc1NC(=O)CSc1nnc(CCn2ccc(=O)[nH]c2=O)o1	i	0.047	61
51	O=C(CSc1nc(=O)n(CCCO)c2c1CCC2)Nc1ccc(F)cc1	i	0.054	56
52	O=C(NCCC1=CCCCC1)C(=O)Nc1cccc(N2CCCC2=O)c1	i	0.039	51
53	C=CCN1CC(c2nc3ccccc3n2Cc2ccc(C)cc2)CC1=O (centres undefined)	i	0.18	52
54	Cc1nnc2ccc(OCCNS(=O)(=O)c3cccs3)nn12	i	0.099	39
55	O=C(Nc1ccc(Cl)c(Cl)c1)Nc1ccc2cn[nH]c2c1	i	0.11	64
56	COc1ccc(S(=O)(=O)N2CCCOC2CNC(=O)C(=O)NC2CCCC2)cc1 (centres undefined)	i	0.082	53
57	O=C(NCc1cccc2ccccc12)N1CCN(C(=O)c2cnn3ccccc23)CC1	i	0.086	49
58	O=S(=O)(c1cccc(Cl)c1)N1CCN(c2ccc3nnc(C4CC4)n3n2)CC1	i	0.14	52
59	O=C(Nc1ccc2oc(=O)ccc2c1)C1COc2ccccc2O1 (centres undefined)	i	0.13	60
60	Cc1ccnc(OCC(=O)Nc2ccc(OC(F)(F)F)cc2)n1	i	0.1	71

Other compounds:
no.	Compound	AMPAR-TARP mod	AMPAR-TARP mod agonism max-min	AMPAR-TARP mod glutamate slope
61	O=C(c1ccno1)N1CCN(c2nc3ccc(Br)cc3s2)CC1	i	0.093	42
62	Cn1cccc(C(=O)NCCOc2ccc3nnc(-c4ccccc4)n3n2)c1=O	i	0.13	50
63	O=S(=O)(c1ccc2c(c1)CCCC2)N1CCN(c2ccc3nncn3n2)CC1	i	0.059	46
64	CC(C)c1ccc(NC(=O)c2ccc(=O)n(Cc3ccc(F)cc3)c2)cc1	i	0.11	53
65	COc1coc(C(=O)Nc2nc3ccc(Cl)cc3s2)cc1=O	+	0.22*	66*
66	COc1ccc(S(=O)(=O)N2CC(C)OC(C)C2)c(C)c1C (centres undefined)	i	0.076	32
67	CCOc1ccc(-c2ccc(OCCNS(=O)(=O)c3ccccc3)nn2)cc1	i	0.046	61
68	CCOc1ccc(OCCNC(=O)c2cc(Cl)ccc2Cl)cc1	i	0.093	55
69	COc1ccc(CNC(=O)N2CCC(c3nnc(C(C)C)o3)CC2)cc1OC	i	0.054	61
70	CNC(=O)c1c(N)sc2c1CCC2	i	0.055	50
71	Cc1ccnc(Nc2ccc(NCCNC(=O)COc3nccc(C)n3)nn2)c1	i	0.059	57
72	CCNC(=O)OCC12CC3CC(CC(C3)C1)C2	i	0.049	53
73	CCOC(=O)c1c(NC(C)=O)[nH]c2ccc(OC)cc12	i	0.035	63
74	CSc1cccc(-n2nnc(C(=O)OCc3nc(-c4ccccc4)oc3C)c2C)c1	i	0.051	57
75	CN(C)C(=O)c1cc([N+](=O)[O-])ccc1O	i	0.078	7

Going on with the list.
no.	Compound	AMPAR-TARP mod	AMPAR-TARP mod agonism max-min	AMPAR-TARP mod glutamate slope
76	COc1ccc(S(=O)(=O)CC(=O)Nc2nc3c(C)c(C)ccc3s2)cc1	i	0.037	61
77	COc1ccc(Br)cc1C1SCCN1S(=O)(=O)c1cccc(C)c1 (centres undefined)	+	0.065*	101*
78	COCCNC(=O)Cn1nc2c(c1NC(=O)CCc1ccccc1)CSC2	i	0.081	60
79	O=C(NCC1(O)CCOCC1)C(=O)Nc1ccc(F)c(F)c1	+	0.14*	45*
80	CC(C)CC(=O)Nc1ccc2c(c1)CCN2C(=O)C1CC1	i	0.095	67
81	CC(C(=O)NC1CCCC1)c1ccc([N+](=O)[O-])cc1 (centres undefined)	i	0.034	31
82	COc1ccc(C)cc1NC(=O)CSc1nc(=O)n(CCO)c2c1CCC2	i	0.038	46
83	Cc1cccc(C)c1OCC(O)Cn1c(C2CC(=O)N(Cc3ccccc3)C2)nc2ccccc21 (centres undefined)	i	0.073	69
84	Cc1ccsc1C(O)CNC(=O)c1cccc(C#N)c1 (centres undefined)	i	0.097	42
85	O=C(c1cc2ccccc2o1)N1CCC(CNS(=O)(=O)/C=C/c2ccccc2)CC1	i	0.068	56
86	Cc1onc(-c2ccccc2Cl)c1C(=O)NCC1CCN(c2ncccn2)CC1	i	0.083	59
87	Cc1ccc(S(=O)(=O)N2CCN(S(=O)(=O)N3CCCCCC3)CC2)cc1	i	0.072	58
88	CCOC(=O)CSc1sc(C(=O)OCC)c(N)c1C(=O)N1CCOCC1	i	0.031	48
89	NC(=O)c1cc2cc(Cl)ccc2o/c1=N/NC(=O)c1cccc(F)c1	i	0.074	46
90	COc1cn(CC(=O)NCCc2ccccc2)c(CSc2nnc(C)s2)cc1=O	i	0.052	54

(cont.)
no.	Compound	AMPAR-TARP mod	AMPAR-TARP mod agonism max-min	AMPAR-TARP mod glutamate slope
91	CCOc1ccc(-c2nc(Cn3nnc(C(=O)Nc4ccc(C)c(F)c4)c3C)c(C)o2)cc1	i	0.16	50
92	Cc1cccc(-c2n[nH]n3c2nc(=O)c2ccc(C(=O)NCc4ccc(Cl)cc4)cc23)c1	i	0.099	55
93	CC(C)c1ccc(NC(=O)C(=O)NCC(c2cccn2C)N2CCc3ccccc3C2)cc1 (centres undefined)	i	0.069	56
94	CCOCCn1c(=O)c2c(nc(-n3nc(C)cc3C)n2Cc2ccc(F)cc2)n(C)c1=O	i	0.042	66
95	O=C(O)c1ccc(CN2C(=O)SC(Nc3ccc(F)cc3)C2=O)cc1 (centres undefined)	i	0.1	58
96	CCN1C(=O)Cc2cc(NC(=O)Nc3cccs3)ccc21	i	0.12	60
97	CN1CCN(NC(=O)C(=O)NCc2cccs2)CC1	i	0.07	72
98	CC(=O)Nc1cccc(NC(=O)C2CCN(c3ccc(-c4ccccc4C)nn3)CC2)c1	i	0.11	61
99	Cc1cccc(C)c1NC(=O)C(C)N1C(=O)c2ccccc2S1(=O)=O (centres undefined)	i	0.046	52
100	O=C(C1CCCC1)N1CCC2(CC1)NC(=O)N(CCc1ccccc1)C2=O	i	0.05	40
101	CC(=O)CC1(O)C(=O)N(CCOc2cccc3ccccc23)c2ccccc21 (centres undefined)	i	0.095&0.041	39&109
102	COc1ccc(NC(=O)Cn2c(=O)n(CC(C)C)c(=O)c3nscc32)c(OC)c1	i	0.11	67
103	COc1cc(-c2nnc(NC(=O)C3CC3)o2)cc(OC)c1OC	i	0.14	64
104	O=C(CCCNC(=O)c1cnccn1)Nc1cccc2cccnc12	i	0.11	66

Grouped by structure, the entries above containing a tert-butyl group (3)
no.	Compound	AMPAR-TARP mod	AMPAR-TARP mod agonism max-min	AMPAR-TARP mod glutamate slope
10	COc1ccc(OCCn2c(C3CC(=O)N(C(C)(C)C)C3)nc3ccccc32)cc1 (centres undefined)	i	0.043	77
18	COc1cccc(C(=O)Nc2c3c(nn2C(C)(C)C)CS(=O)(=O)C3)c1OC	i	0.039	55
31	CC(C)(C)C(=O)NC(=S)N1CCNC(=O)C1CC(=O)OC1CCCCC1 (centres undefined)	i	0.03	48

Molecules above that have bromine:
no.	Compound	AMPAR-TARP mod	AMPAR-TARP mod agonism max-min	AMPAR-TARP mod glutamate slope
61	O=C(c1ccno1)N1CCN(c2nc3ccc(Br)cc3s2)CC1	i	0.093	42
77	COc1ccc(Br)cc1C1SCCN1S(=O)(=O)c1cccc(C)c1 (centres undefined)	+	0.065*	101*
